MT1-MMP act inh – inhibitors of human MT1-MMP activation | hit rate 0.061% among 360,000 | GFP/RFP ratio change, % at 20 µM | HT1080 RFP-PRO-GFP cells, GFP/RFP ratio fluorescence, overnight; percent of plate control window, DMSO zero;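 active means GFP/RFP ratio change of at least 30% with cell ATP level not reduced by more than half and red fluorescence within 50% of control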; further: strong numbers were not always called active
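Assay system: HT1080 RFP-PRO-GFP cells | Dosing: 20 µM single dose, 1% DMSO | Incubation: Cells overnight before dosing, compound overnight, 37 °C, 5% CO2 | Evaluation: GFP/RFP fluorescence ratio | Control set: DMSO-only wells and HT1080 RFP-L50D-GFP cell wells as references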
Scp-1 inhibitor – inhibitors of human Scp-1 phosphatase; AID 493091; Recombinant Scp1, phosphopeptide, malachite green phosphate absorbance; inhibition, % at 20 µM; hit rate 0.88% among 340,000;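 active means inhibition above about 50% at 20 µM, limit read from the data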;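 further: plate controls were DMSO wells with enzyme for no effect and wells lacking enzyme for full effect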
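Times: enzyme reaction 45 min at room temperature, colour 5 min, stabilisation 30 min. Material: SCP-1 catalytic fragment, aa 76-261. Medium: Acidic Tris acetate buffer with magnesium and detergent. Signal: colorimetric free-phosphate detection, absorbance 630 nm. Read-out basis: % inhibition of SCP-1 phosphate liberation. Reagent: Phosphorylated 17-residue peptide substrate.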
Rpn11 block – Rpn11 (human) deubiquitinase inhibition; O00487; human 26S proteasome, Ub4-pepOG fluorescence polarization; 20S core pre-blocked with epoxomicin; calls only at 20 µM; hit rate 0.59% among 360,000; AID 588493;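 active means inhibition at 20 µM, scaled to each plate's controls, above about 33%, limit read from the data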
LMPTP inh – LMPTP (human) inhibition. AID 651560. P24666. hit rate 0.22% among 360,000. inhibition, % at 20 µM. recombinant LMPTP-A, OMFP fluorogenic substrate, fluorescence intensity;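 active means compounds that cut the enzyme signal by at least half of the control window in the single-dose screen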;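 further: plate controls were DMSO wells with enzyme plus substrate for no effect and substrate without enzyme for full effect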
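test system = LMPTP-A | amount = 0.625 nM LMPTP-A final | reagent = fluorogenic phosphatase substrate OMFP at 400 µM final | incubation = 50 min at room temperature | benchmarks = no-enzyme low control, uninhibited high control | medium = Bis-Tris pH 6.0, DTT, detergent | signal = fluorescence intensity of OMFP turnover product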
NadD inh – inhibitors of Staphylococcus aureus NadD; purified NadD enzyme, colorimetric absorbance read-out; inhibition, % at 20 µM; AID 602399; hit rate 0.78% among 360,000; in the data active means inhibition above about 26%; further: some compounds past the cut are filed as inactive
STEP inh – STEP (human) phosphatase inhibition | recombinant STEP, OMFP fluorogenic substrate, fluorescence | inhibition, % at 20 µM | hit rate 0.25% among 360,000;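 active means inhibition at 20 µM, scaled per plate between control wells, above about 37%, limit read from the data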;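 further: 0% = DMSO with enzyme and substrate and 100% = substrate only without enzyme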
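medium = Bis-Tris buffer pH 6.0, 2.5 mM DTT, 0.005% Tween 20 | test system = STEP (striatal-enriched tyrosine phosphatase) enzyme, cell-free | measure = normalized % inhibition | compound dosing = 20 µM, 1% DMSO | also added = 25 µM OMFP | schedule = reaction 20 min, ambient temperature | measured by = fluorescence read at 480 nm ex / 540 nm em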
NRP1-CendR mod – modulators of CendR peptide binding to human neuropilin-1 | O14786 | FAM-RPARPAR peptide binding to NRP-1, fluorescence polarization | inhibition, % at 25 µM | hit rate 0.85% among 360,000;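 active means inhibition or corrected inhibition above about 18%, plus a signal ratio from 0.5 to 1.5, limit read from the data, passing the limit was not always enough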; further: strong numbers were not always called active
Target sequence (O14786 whole entry, looked up): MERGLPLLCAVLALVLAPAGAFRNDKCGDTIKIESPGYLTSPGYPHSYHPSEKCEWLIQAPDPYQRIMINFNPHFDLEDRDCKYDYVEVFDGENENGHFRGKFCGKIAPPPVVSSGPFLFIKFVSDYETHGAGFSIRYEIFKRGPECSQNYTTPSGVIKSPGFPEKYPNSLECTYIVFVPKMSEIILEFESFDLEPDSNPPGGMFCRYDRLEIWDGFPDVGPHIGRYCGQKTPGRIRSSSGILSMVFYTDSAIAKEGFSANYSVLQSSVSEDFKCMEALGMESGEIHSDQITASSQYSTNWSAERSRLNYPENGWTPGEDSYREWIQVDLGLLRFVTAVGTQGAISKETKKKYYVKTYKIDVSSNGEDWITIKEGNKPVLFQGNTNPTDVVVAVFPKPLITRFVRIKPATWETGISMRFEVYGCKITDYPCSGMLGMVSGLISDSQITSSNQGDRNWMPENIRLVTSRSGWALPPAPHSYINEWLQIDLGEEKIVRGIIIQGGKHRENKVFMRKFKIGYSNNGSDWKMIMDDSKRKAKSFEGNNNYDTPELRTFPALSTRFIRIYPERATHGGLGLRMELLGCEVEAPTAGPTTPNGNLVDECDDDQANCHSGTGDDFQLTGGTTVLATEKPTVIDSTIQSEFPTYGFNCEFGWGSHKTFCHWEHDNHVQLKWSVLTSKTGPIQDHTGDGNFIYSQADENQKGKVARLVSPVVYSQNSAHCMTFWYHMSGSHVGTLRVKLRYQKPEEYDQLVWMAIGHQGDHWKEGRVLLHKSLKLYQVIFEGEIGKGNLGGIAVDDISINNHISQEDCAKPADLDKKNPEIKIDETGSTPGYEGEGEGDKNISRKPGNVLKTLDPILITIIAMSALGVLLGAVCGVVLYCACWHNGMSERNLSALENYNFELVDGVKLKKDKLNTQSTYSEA
SKN-1 inh – inhibitors of C. elegans SKN-1; inhibition, % at 21.8 µM; C. elegans VP596 Pgst-4::GFP/RFP ratio, acrylamide-induced, 24 h; hit rate 0.49% among 360,000; AID 624304;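 active means interference check ratio from 0.5 to 1.5 plus GFP to RFP signal ratio inhibition reaching or exceeding a fixed threshold, cut at about 30% in these data, passing the limit was not always enough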; further: some compounds called inactive have numbers as strong as hits
DNMT1 block – DNMT1 (human) enzyme inhibition | DNMT1 molecular beacon, Hinp1I cleavage, fluorescence | inhibition (reported as % activation of signal), % at 10 µM | hit rate 0.83% among 360,000; in the data active means inhibition above about 50%
SUMO1-SIM PPI – modulators of human SUMO1-mediated protein-protein interactions | P63165 | SUMO1 binding to a labelled peptide, TR-FRET, 1 h | inhibition, % at 20 µM | hit rate 0.33% among 360,000; in the data active means inhibition above about 37%
Target sequence (P63165 whole entry, looked up): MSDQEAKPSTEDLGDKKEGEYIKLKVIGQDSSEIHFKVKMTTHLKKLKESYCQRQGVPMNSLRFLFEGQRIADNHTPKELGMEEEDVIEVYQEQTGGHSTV
The depositor's hits bear a star; i = inactive; . = no result given.

SMILES	MT1-MMP act inh	Scp-1 inhibitor	Rpn11 block	LMPTP inh	NadD inh	STEP inh	NRP1-CendR mod	SKN-1 inh	DNMT1 block	SUMO1-SIM PPI
O=C(Cc1ncc(C(F)(F)F)cc1Cl)N1CCN(c2cccc(Cl)c2)CC1	2	-4	i	1.3	3	-1	7	15	0	0
O=C(CCC1CCCC1)N1CCC(N2CCN(c3ccccc3)CC2)CC1	-2	-4	i	-2.3	5	-4	5	10	3	6
Cc1ccc(S(=O)(=O)N2CC3C(=O)C[C@@H](c4ccccc4)N(S(=O)(=O)c4ccc(CCCOCCOCCNC(=O)OC(C)(C)C)cc4)C3CC2c2ccccc2)cc1 (stereo partly drawn)	4	.	.	4.6	.	.	13	-2	.	1
Cc1cc(C2(c3ccc(O)c(C)c3)C(=O)N(C)c3ccc(Br)cc32)ccc1O	-1	-15	i	2.8	-3	-4	8	0	-8	5
CC(C)NC(=O)c1ccc(NC(=O)CC2SC(N3CCCC3)=NC2=O)cc1 (stereo not drawn)	0	-5	i	-1.1	-3	-2	-1	4	2	-3
Cc1ccc(S(=O)(=O)N2CCN(CC(=O)NCC3(N4CCOCC4)CCCCC3)CC2)cc1	-4	-5	i	-0.8	1	1	-3	-2	0	2
O=C(N/N=C/c1cccnc1)c1cccc(NC(=O)c2cccc(Br)c2)c1	-1	-1	i	-0.4	2	0	-2	-2	-3	0
COc1ccc(S(=O)(=O)Cc2ccc(C(=O)NCC(OC)OC)o2)cc1	1	-5	i	-2.3	-3	0	-1	-12	2	6
COc1cccc(CC(=O)OCC(=O)c2cc(OC)c(OC)c(OC)c2)c1	1	-13	i	0.5	-6	1	-9	-13	-3	-2
Cc1ccc(S(=O)(=O)N2CCN(C(=O)CCC(=O)NCCc3ccc(S(N)(=O)=O)cc3)CC2)c(C)c1	-4	-4	i	1.6	6	0	1	1	-2	1
CC12CC3(C)CC(C)(C1)CC(C(=O)NC(=S)N1CCCC1)(C2)C3	3	-1	i	1.4	3	3	21	4	0	2
O=C(Nc1cc(Br)c(O)c(Br)c1)c1cccc(NC(=O)c2ccco2)c1	5	-10	i	-12	-1	0	-27	2	4	25
O=C(CSc1nccc(=O)[nH]1)Nc1ccccc1Sc1ccccc1	0	-5	i	-0.7	-1	3	21	1	-1	-1
COc1ccccc1NS(=O)(=O)c1cc(C(=O)NCC(c2ccco2)N2CCCCC2)ccc1C (stereo not drawn)	5	-2	i	-5.7	-6	1	-8	-6	-15	-33
Cc1cc(=O)oc2cc(NC(=S)NCc3cccnc3)ccc12	5	-1	i	-0.1	3	0	-14	-6	-1	-5
Cc1ccccc1NC(=O)c1ccc(OCC(=O)Nc2ccccc2F)cc1	2	1	i	0.8	-7	-3	16	11	-1	-1
CCOC(=O)C1CC(c2ccccc2)=NN1c1ccccc1 (stereo not drawn)	5	.	i	2.0	-5	2	-14	-5	-4	-9
Cc1cccc2cc(C(c3nnnn3C(C)(C)C)N(Cc3ccco3)CC3CCCO3)c(=O)[nH]c12 (stereo not drawn)	-18	61*	i	18	17	3	-4	-4	7	4
CCOc1cnc(C(=O)NNC(=O)c2ccccc2Br)o1	1	-8	i	-0.5	1	1	6	12	-1	-2
O=C(NC(=S)N(Cc1ccccc1)c1ccccn1)C1CC1	2	4	i	1.2	1	3	-10	-9	9	2
CCCCCOc1ccc(CSc2n[nH]c(C)n2)cc1	-2	1	i	0.7	7	-1	1	2	2	3
Cc1cc(F)ccc1C(O)c1ncc(-c2ccccc2F)[nH]1 (stereo not drawn)	1	.	i	2.7	-9	-3	-16	0	2	-3
COc1ccc2cc(CN(CCCN3CCOCC3)Cc3nnnn3C3CCCCC3)c(=O)[nH]c2c1	2	-8	i	-0.3	0	1	0	6	-4	2
Cc1cc(C)c(CSc2ncc(-c3ccc([N+](=O)[O-])cc3)[nH]2)c(C)c1	-1	4	i	5.2	8	-1	-16	-16	-6	-14
CCc1nnc(NC(=O)CSc2nc(-c3ccc(F)cc3)cc(-c3ccccc3)c2C#N)s1	-4	-3	i	-0.2	5	1	0	-6	37	8

Of the compounds above, two contain a tert-butyl group.
SMILES	MT1-MMP act inh	Scp-1 inhibitor	Rpn11 block	LMPTP inh	NadD inh	STEP inh	NRP1-CendR mod	SKN-1 inh	DNMT1 block	SUMO1-SIM PPI
Cc1ccc(S(=O)(=O)N2CC3C(=O)C[C@@H](c4ccccc4)N(S(=O)(=O)c4ccc(CCCOCCOCCNC(=O)OC(C)(C)C)cc4)C3CC2c2ccccc2)cc1 (stereo partly drawn)	4	.	.	4.6	.	.	13	-2	.	1
Cc1cccc2cc(C(c3nnnn3C(C)(C)C)N(Cc3ccco3)CC3CCCO3)c(=O)[nH]c12 (stereo not drawn)	-18	61*	i	18	17	3	-4	-4	7	4

The list continues:
SMILES	MT1-MMP act inh	Scp-1 inhibitor	Rpn11 block	LMPTP inh	NadD inh	STEP inh	NRP1-CendR mod	SKN-1 inh	DNMT1 block	SUMO1-SIM PPI
COCc1c(C(=O)OCc2c(C)noc2C)oc2ccccc12	2	-5	i	-0.9	-1	2	-2	6	1	-1
COc1ccc(OC)c(Nc2nc3ccc(C)cc3n3cnnc23)c1	3	2	i	0.9	-7	4	-13	18	5	-4
CCN(CC(=O)Nc1ccc2c(c1)OCCO2)C(=O)CSCC(=O)Nc1ccc(C)cc1	1	-6	i	-1.2	-6	3	0	2	-1	8
O=S(=O)(NCC(c1cccnc1)N1CCN(c2ccccc2F)CC1)c1cccs1 (stereo not drawn)	2	6	i	-2.0	3	2	15	13	7	3
Cc1ccccc1Nc1nc(=O)c2cc([N+](=O)[O-])ccc2s1	-4	-9	i	-0.5	-1	-1	7	-1	1	-17
COc1ccc(-c2cc(C(=O)O)nc3ccc4ccccc4c23)cc1OC	2	-9	i	-0.5	-6	-4	-1	3	2	4
Cc1cccc(NC(=O)C2CCCN2C(=O)OCc2ccccc2)c1 (stereo not drawn)	1	-3	i	0.4	1	3	4	7	-2	-2
CCOC(=O)Nc1cc(Br)c2c(c1)OCCO2	2	10	i	0.9	-4	2	0	10	2	26
CC(=O)Nc1ccc(NC(=O)COC(=O)c2ccccc2C(=O)c2ccccc2)cc1	-1	-7	i	-0.5	1	-1	11	31	-6	2
Cc1ccccc1OCC1CN(CN2CCOCC2)C(=O)O1 (stereo not drawn)	-4	-8	i	-0.5	1	-6	18	23	1	-2
C#CCOCCOCCOCCNc1nc(N2CCN(C(=O)[C@H](CCCCN)n3cc(CCC(=O)O)nn3)CC2)nc(N2CCN(C(=O)[C@H](CCCCN)n3cc(CC(C)O)nn3)CC2)n1 (stereo partly drawn)	6	-10	i	-5.3	-2	1	16	16	5	7
CCn1cc(Cl)c(C(=O)Nc2cc(C(=O)OC)cc(C(=O)OC)c2)n1	2	-3	i	-1.3	-3	-1	8	-2	0	1
O=C(O)COc1ccccc1/C=N/NC(=O)CSc1nc2ccccc2c(=O)n1-c1ccccc1	2	4	i	2.2	2	-2	-5	-10	0	-7
O=C(COC(=O)c1cc(S(=O)(=O)N2CCOCC2)cs1)c1ccccc1	1	-4	i	-0.5	-2	-1	4	24	1	-2
O=C(CSc1nnc(-c2ccc(NS(=O)(=O)c3ccccc3)cc2)o1)NCC1CCCO1 (stereo not drawn)	4	4	i	-0.3	-4	-1	9	-3	2	0
COc1ccc(-c2csc(NC(=O)CN3C(=O)C4CC=CCC4C3=O)n2)cc1OC (stereo not drawn)	2	-2	i	0.2	5	2	18	16	-6	8
COc1ccc(-n2c(SCC(=O)Nc3ccc(Cl)cc3)nc(O)c(Cc3ccccc3)c2=O)cc1	3	-5	i	4.2	3	1	11	-5	-1	6
COC(=O)c1cn(C)c2ccc(S(=O)(=O)N3CCCCC3)cc2c1=O	2	10	i	0.7	-1	0	1	17	3	3
CCCCc1nc(S(=O)(=O)c2ccc(Cl)cc2)c(N2CCOCC2)o1	-3	-10	i	-3.1	-5	-2	7	-11	1	4
COCC(C)n1c(C)cc(C(=O)CSc2nnc(N)s2)c1C (stereo not drawn)	-2	3	i	-0.6	1	0	-12	-3	-3	-1
CCCOC(=O)CSC1=C(C#N)C(c2ccccc2Cl)CC(=O)N1 (stereo not drawn)	0	0	i	-1.4	2	-3	-4	11	-3	0
Cc1nn(-c2ccccc2)c(C)c1NC(=O)COC(=O)c1cc([N+](=O)[O-])ccc1NCCO	5	-5	i	-0.8	5	0	11	-2	1	-37
CCCCNC(=O)c1ccc(Cc2cn(C)c3ccccc23)nc1	-2	.	i	-0.1	-2	14	-1	-11	-1	-2
CC(C)N1C2OC(C3OC4C(O3)N(C(C)C)S(=O)(=O)N4C(C)C)OC2N(C(C)C)S1(=O)=O (stereo not drawn)	6	0	i	-1.6	7	0	4	2	4	-1
CN(C)C(=O)CN1C(=O)NC2(CCc3ccccc32)C1=O (stereo not drawn)	0	1	i	-0.2	-4	0	-10	37*	-1	11
CCN(CC)CCNC(=O)c1ccc(NC(=O)c2cc(-c3ccco3)nc3ccccc23)cc1	0	15	i	4.7	4	1	15	14	20	-19

Taken from above:
For MT1-MMP act inh, CC(=O)Nc1ccc(NC(=O)COC(=O)c2ccccc2C(=O)c2ccccc2)cc1 reads -1
For MT1-MMP act inh, CCc1nnc(NC(=O)CSc2nc(-c3ccc(F)cc3)cc(-c3ccccc3)c2C#N)s1 reads -4
For SKN-1 inh, Cc1cc(=O)oc2cc(NC(=S)NCc3cccnc3)ccc12 reads -6
For LMPTP inh, COCc1c(C(=O)OCc2c(C)noc2C)oc2ccccc12 reads -0.9

A second format for part of the listing above.
canonical_smiles,MT1-MMP act inh,Scp-1 inhibitor,Rpn11 block,LMPTP inh,NadD inh,STEP inh,NRP1-CendR mod,SKN-1 inh,DNMT1 block,SUMO1-SIM PPI
COCc1c(C(=O)OCc2c(C)noc2C)oc2ccccc12,2,-5,i,-0.9,-1,2,-2,6,1,-1
O=C(CSc1nnc(-c2ccc(NS(=O)(=O)c3ccccc3)cc2)o1)NCC1CCCO1 (stereo not drawn),4,4,i,-0.3,-4,-1,9,-3,2,0
COc1ccc(-n2c(SCC(=O)Nc3ccc(Cl)cc3)nc(O)c(Cc3ccccc3)c2=O)cc1,3,-5,i,4.2,3,1,11,-5,-1,6

Screens as filed in PubChem BioAssay.
